# Screening data from PubChem BioAssay.
# STEP block – blocks human striatal-enriched tyrosine phosphatase; 360,000 tested, 0.25% active; recombinant STEP, OMFP fluorogenic substrate, fluorescence; inhibition, % at 20 µM;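 active means inhibition at 20 µM, scaled per plate between control wells, above about 37%, limit read from the data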;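 further: 0% = DMSO with enzyme and substrate and 100% = substrate only without enzyme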
# Target sequence (P54829 whole entry, looked up): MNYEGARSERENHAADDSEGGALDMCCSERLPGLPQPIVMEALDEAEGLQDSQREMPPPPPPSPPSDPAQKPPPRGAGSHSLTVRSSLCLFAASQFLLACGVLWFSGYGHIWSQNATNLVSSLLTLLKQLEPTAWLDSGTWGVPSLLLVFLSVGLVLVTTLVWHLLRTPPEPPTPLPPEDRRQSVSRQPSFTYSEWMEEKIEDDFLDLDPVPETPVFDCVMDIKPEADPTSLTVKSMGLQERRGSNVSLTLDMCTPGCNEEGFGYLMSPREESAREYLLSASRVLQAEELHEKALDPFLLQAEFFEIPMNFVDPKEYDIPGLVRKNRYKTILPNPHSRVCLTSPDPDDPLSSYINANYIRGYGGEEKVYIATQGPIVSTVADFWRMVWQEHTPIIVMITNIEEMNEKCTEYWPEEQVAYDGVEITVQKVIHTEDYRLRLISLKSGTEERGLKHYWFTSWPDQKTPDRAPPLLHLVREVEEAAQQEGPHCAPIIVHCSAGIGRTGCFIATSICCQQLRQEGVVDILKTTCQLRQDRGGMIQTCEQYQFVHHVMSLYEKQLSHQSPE
#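 Material: STEP (striatal-enriched tyrosine phosphatase) enzyme, cell-free; Compound dosing: 20 µM single dose in 1% DMSO; Technique: fluorescence read at 480 nm ex / 540 nm em; Times: reaction 20 min, ambient temperature; Medium: 50 mM Bis-Tris pH 6.0 with 2.5 mM DTT and 0.005% Tween 20; Also added: OMFP at 25 µM.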
# Tb MetRS inh – Trypanosoma brucei MetRS inhibition; AID 624268; inhibition, % at 11.9 µM; 360,000 tested, 0.4% active; purified T. brucei MetRS, ATP depletion, Kinase-Glo luminescence;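 active means inhibition above a per-plate cutoff of the control wells' mean inhibition plus 3 SD, cut at about 5.5% in these data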;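 further: 0% = DMSO wells median and 100% = median of wells with control inhibitor compound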
#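 Measured by: Kinase-Glo luciferase luminescence reporting remaining unconsumed ATP. Material: purified T. brucei MetRS enzyme. Doses: 11.9 µM compound single dose, 0.9% DMSO. Medium: HEPES buffer containing pyrophosphatase, BSA, spermine, DTT. Times: 15 min preincubation, 2 h reaction, all 25 °C. Reagent: methionine, ATP and bulk E. coli tRNA.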
# DNMT1 block – blocks human DNA methyltransferase DNMT1; P26358; 360,000 tested, 0.83% active; DNMT1 molecular beacon, Hinp1I cleavage, fluorescence; inhibition (reported as % activation of signal), % at 10 µM; in the data active means inhibition above about 50%
# Neddyl block – blocks human cullin neddylation | P61081+Q13564 | TR-FRET cullin neddylation, biochemical | calls only at 25 µM | 360,000 tested, 0.58% active; in the data active means inhibition above about 36%
# CendR NRP1 mod – modulators of CendR peptide binding to human neuropilin-1. AID 602438. FAM-RPARPAR peptide binding to NRP-1, fluorescence polarization. 360,000 tested, 0.85% active. inhibition, % at 25 µM. O14786;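 active means inhibition or corrected inhibition above about 18%, plus a signal ratio from 0.5 to 1.5, limit read from the data, passing the limit was not always enough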; further: strong numbers were not always called active
# SKN-1 block – blocks SKN-1 activity in C. elegans; AID 624304; C. elegans VP596 Pgst-4::GFP/RFP ratio, acrylamide-induced, 24 h; inhibition, % at 21.8 µM; 360,000 tested, 0.49% active;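 active means interference check ratio from 0.5 to 1.5 plus GFP to RFP signal ratio inhibition reaching or exceeding a fixed threshold, cut at about 30% in these data, passing the limit was not always enough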; further: some compounds called inactive have numbers as strong as hits
# NadD inh – blocks S. aureus nicotinate mononucleotide adenylyltransferase; inhibition, % at 20 µM; AID 602399; 360,000 tested, 0.78% active; purified NadD enzyme, colorimetric absorbance read-out; in the data active means inhibition above about 26%; further: some compounds past the cut are filed as inactive
# Scp1 inh – Scp-1 (human) phosphatase inhibition; inhibition, % at 20 µM; 340,000 tested, 0.88% active; AID 493091; Recombinant Scp1, phosphopeptide, malachite green phosphate absorbance;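 active means inhibition above about 50% at 20 µM, limit read from the data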;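 further: plate controls were DMSO wells with enzyme for no effect and wells lacking enzyme for full effect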
# Target sequence (Q9GZU7 76-261 limits assumed): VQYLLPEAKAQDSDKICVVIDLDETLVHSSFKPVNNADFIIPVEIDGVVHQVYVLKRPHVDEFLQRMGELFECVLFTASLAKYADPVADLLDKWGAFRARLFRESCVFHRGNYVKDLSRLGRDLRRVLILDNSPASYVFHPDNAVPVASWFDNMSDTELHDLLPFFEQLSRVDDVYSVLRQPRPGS
#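 Test system: SCP-1 catalytic domain; Buffer or medium: Acidic Tris acetate buffer with magnesium and detergent; Also added: Phosphorylated 17-residue peptide substrate; Compound: single 20 µM dose, 1% DMSO; Schedule: enzyme reaction 45 min at room temperature, colour 5 min, stabilisation 30 min; Signal: Phosphate-binding colour reagent, absorbance read at 630 nm.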
# SUMO1-SIM PPI – alters human SUMO1 binding to SIM partners; SUMO1 binding to a labelled peptide, TR-FRET, 1 h; inhibition, % at 20 µM; 360,000 tested, 0.33% active; AID 602429; in the data active means inhibition above about 37%
# Target sequence (P63165 whole entry, looked up): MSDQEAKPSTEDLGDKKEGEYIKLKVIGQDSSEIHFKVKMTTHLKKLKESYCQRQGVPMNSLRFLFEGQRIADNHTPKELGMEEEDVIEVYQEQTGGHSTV
# LMPTP block – LMPTP (human) inhibition; recombinant LMPTP-A, OMFP fluorogenic substrate, fluorescence intensity; inhibition, % at 20 µM; 360,000 tested, 0.22% active;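 active means compounds that cut the enzyme signal by at least half of the control window in the single-dose screen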;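 further: plate controls were DMSO wells with enzyme plus substrate for no effect and substrate without enzyme for full effect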
# Target sequence (P24666 whole entry, looked up): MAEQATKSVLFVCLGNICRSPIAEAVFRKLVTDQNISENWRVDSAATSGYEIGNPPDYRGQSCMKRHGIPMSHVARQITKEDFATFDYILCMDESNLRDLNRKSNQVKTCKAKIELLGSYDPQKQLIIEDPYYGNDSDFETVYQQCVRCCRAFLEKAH
#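 Test system: LMPTP-A phosphatase enzyme; input: 0.625 nM LMPTP-A final; reagent: OMFP substrate, 400 µM final; compound dosing: 20 µM single dose, 3% DMSO; incubation: 50 min dark incubation at room temperature; measured by: endpoint fluorescence intensity from OMFP dephosphorylation; measure: % inhibition relative to no-enzyme and uninhibited control wells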
# An asterisk follows results filed as active; i = inactive; nt = no result given.
nr	compound	SKN-1 block	Neddyl block	CendR NRP1 mod	SUMO1-SIM PPI	DNMT1 block	LMPTP block	STEP block	Scp1 inh	NadD inh	Tb MetRS inh
1	COC(=O)c1ccc(NC(=O)CNC(=O)C2CCCCC2)c(C)c1	-13	i	13	1	-1	-0.9	-7	-1	-6	-0.4
2	C/C(N)=C(/C#N)C(=O)CSc1nnc(-c2ccccc2)n1C	-21	i	2	3	1	1.2	-1	3	0	-0.3
3	OC(CNCCc1ccc(C(F)(F)F)cc1)COC(c1ccccc1)c1ccccc1 (centres undefined)	0	i	10	-53	-4	-1.4	3	15	-2	-1.1
4	O=C(CCC(=O)c1cccs1)NCc1ccc(Cl)cc1	-8	i	1	0	-5	-0.5	-5	-12	0	-0.6
5	CC(=O)C1=C(O)C(=O)N(c2ccc(O)cc2)C1c1ccc(C)cc1 (centres undefined)	15	i	7	-7	1	-1.7	5	-5	-4	-1.2
6	Cc1nn(CC(=O)NCc2ccco2)c(C)c1[N+](=O)[O-]	-1	i	-2	-2	0	-0.8	-4	-1	-9	-0.3
7	CC1=CC2=NC(=O)CC(C)(C(=O)N(CC(=O)NC3CCCC3)c3cc(C)cc(C)c3)N2C=C1 (centres undefined)	2	nt	-3	-3	-4	-0.5	-2	-7	-6	-0.1
8	COc1cc(OC)cc(-c2c(-c3cccs3)c3cc(-c4cnc(OC)nc4)ccc3n2C)c1	3	i	0	-1	-4	5.5	0	-5	15	1.0
9	COc1ccc(NC(=O)c2ccc(F)cc2)cc1S(=O)(=O)Nc1cc(C)ccc1Br	18	i	0	-2	-29	5.5	2	-14	4	-0.5
10	CCCCCCCCCCOC(=O)Cn1c(COc2cccc(OC)c2)[n+](C)c2ccccc21	-9	i	-4	-124	11	0.4	8	12	15	0.6
11	COc1cccc(C2C(=O)c3ccccc3C2=O)c1	13	i	-4	0	-1	-0.3	0	-7	1	0.0
12	COCCn1cc(C(=O)NCc2ccco2)c2c3ccccc3n(C)c2c1=O	-4	i	-3	1	3	0.9	-2	-5	-4	-0.8
13	COc1cc(/C=N\N=C2/SC(CC(=O)O)C(=O)N2c2ccc(O)cc2)ccc1O (centres undefined)	8	i	2	0	4	0.0	-7	13	4	-0.2
14	CCN(C(=O)COC(=O)/C(C#N)=C/c1ccc(N(C)C)cc1)C1CCS(=O)(=O)C1 (centres undefined)	23	i	-69	-39	5	2.5	0	-3	-1	-0.1
15	CC(=O)N1CC(C)Sc2ccc(S(=O)(=O)NC3CCCCC3)cc21 (centres undefined)	7	i	4	3	-2	0.0	-2	-5	0	-0.5
16	Cc1nn(-c2ccccc2)c(C)c1/C=N/n1c(-c2ccncc2)n[nH]c1=S	10	i	-14	5	4	1.9	4	1	2	-0.7
17	Cc1ccc(C)c(NC(=O)Cn2nnc(C(=O)NCc3cccs3)c2N)c1	-21	i	-6	3	22	1.4	-3	-2	0	-0.4
18	O=C(O)c1n[nH]nc1-c1ccccc1	-1	i	-10	1	-1	-0.7	0	-3	-7	-1.6
19	COc1ccccc1CNC(=O)c1ccc2c(=O)n(CCCN3CCCC3=O)c(=S)[nH]c2c1	-4	i	-1	8	-5	-2.0	0	-5	-5	-0.9
20	COc1ccccc1/C=C/CN1CCSCC1	-12	i	30*	1	-1	-0.6	2	-6	-7	-0.3
21	CNS(=O)(=O)c1ccc(NC(=O)Nc2cccc(F)c2)cc1	-3	i	2	1	-1	-1.3	7	-5	-3	-0.3
22	Cc1nnsc1C(=O)N1CCN(c2ccc(C#N)cn2)CC1	1	i	-3	1	2	-1.0	-1	-1	-5	-0.2
23	CCOC(=O)C1CCCN(C(=S)Nc2cccc(Cl)c2C)C1 (centres undefined)	4	i	6	4	1	-1.5	-2	-4	-4	0.2
24	COC(=O)c1cccc(C(=O)N2CCCC(CNC(=O)c3ccccc3Cl)C2)c1 (centres undefined)	-7	i	10	-3	-3	-0.4	-1	-7	-3	-1.1
25	O=C(NCCc1csc(-c2ccc(Cl)cc2)n1)c1ccco1	-16	i	7	-10	-1	-0.4	2	-1	-5	-0.6

# Shown screen by screen: six of the compounds above
15	CC(=O)N1CC(C)Sc2ccc(S(=O)(=O)NC3CCCCC3)cc21 (centres undefined)
3	OC(CNCCc1ccc(C(F)(F)F)cc1)COC(c1ccccc1)c1ccccc1 (centres undefined)
2	C/C(N)=C(/C#N)C(=O)CSc1nnc(-c2ccccc2)n1C
14	CCN(C(=O)COC(=O)/C(C#N)=C/c1ccc(N(C)C)cc1)C1CCS(=O)(=O)C1 (centres undefined)
8	COc1cc(OC)cc(-c2c(-c3cccs3)c3cc(-c4cnc(OC)nc4)ccc3n2C)c1
19	COc1ccccc1CNC(=O)c1ccc2c(=O)n(CCCN3CCCC3=O)c(=S)[nH]c2c1

Compound	15	3	2	14	8	19
SKN-1 block	7	0	-21	23	3	-4
Neddyl block	i	i	i	i	i	i
CendR NRP1 mod	4	10	2	-69	0	-1
SUMO1-SIM PPI	3	-53	3	-39	-1	8
DNMT1 block	-2	-4	1	5	-4	-5
LMPTP block	0.0	-1.4	1.2	2.5	5.5	-2.0
STEP block	-2	3	-1	0	0	0
Scp1 inh	-5	15	3	-3	-5	-5
NadD inh	0	-2	0	-1	15	-5
Tb MetRS inh	-0.5	-1.1	-0.3	-0.1	1.0	-0.9

# New compounds follow
nr	compound	SKN-1 block	Neddyl block	CendR NRP1 mod	SUMO1-SIM PPI	DNMT1 block	LMPTP block	STEP block	Scp1 inh	NadD inh	Tb MetRS inh
26	COCCCNC(=S)NNC(=O)c1csc2ccccc12	-8	i	6	0	4	-2.3	-1	-7	-3	-0.2
27	O=C(CCn1nc(-c2ccc(Cl)cc2)ccc1=O)N1CCN(c2ccc(F)cc2)CC1	18	i	1	-15	-4	0.3	3	-7	2	1.5
28	CCCCn1c(SCn2nnc3ccccc3c2=O)nc2cc(S(N)(=O)=O)ccc21	16	i	-10	-13	-3	1.0	2	-4	6	-0.1
29	COc1ccc(C(=O)Nc2ccc(NC(=O)c3cccc(OC)c3)cn2)cc1	3	i	-6	13	-2	1.5	1	-8	6	0.0
30	CCCCOc1ccc(CC(=O)NCC(=O)O)cc1	12	i	-4	-1	0	-0.4	0	-5	1	1.4
31	CCC(CC)C(=O)OCC(=O)Nc1cc(OC)c([N+](=O)[O-])cc1C	-8	i	8	-11	7	-0.3	-2	-3	2	0.0
32	COc1ccc2c(c1)CCC(=O)[C@H](O)C[C@H](c1ccccc1)OC2=O	4	i	5	1	nt	-0.6	nt	nt	4	-0.2
33	CCOC(=O)c1cnc(-c2ccccc2O)nc1Cl	0	i	0	-1	1	-1.0	1	-5	-3	-0.7
34	CC(=O)Nc1ccc(OCc2cccc([N+](=O)[O-])c2)cc1	18	i	-14	-24	0	-0.5	-3	1	-5	-1.1
35	Cc1ccc(S(=O)(=O)N2CCC(C(=O)NCc3ccncc3)CC2)cc1	-3	i	2	-2	0	-0.6	0	-5	11	-0.4
36	CN(C)c1ccc(/C=C/c2ccc3c4ccccc4ccc3[n+]2-c2ccccc2)cc1	83	i	-78	37	40	98*	16	6	16	-2.3
37	COc1ccc(F)cc1S(=O)(=O)N1CCC2(CC1)OCCN2S(=O)(=O)c1ccccc1	6	i	0	0	-1	0.4	-1	-5	-4	-0.5
38	COc1ccc(C(=O)OCC(=O)c2ccc3c(c2)NC(=O)CO3)cc1OC	-7	i	6	5	-1	2.6	1	-8	-3	0.0
39	CCCCCCN1C[C@@H](O)[C@H](n2cc(C3CC3)nn2)C[C@@H]1c1ccccc1	15	i	-8	-3	1	-0.3	2	nt	2	-1.6
40	Cc1cccc(NC(c2ccc(C)s2)c2ccc3ccc(C)nc3c2O)n1 (centres undefined)	-2	i	-4	-3	17	0.3	2	-13	12	0.3
41	COc1ccccc1CNC(=O)CCCc1nnc2n(C)c(=O)c3sccc3n12	7	i	8	2	1	-0.8	0	6	4	-0.7
42	Cc1cc(C)n(CCC(=O)N/N=C/c2ccc(Cl)c([N+](=O)[O-])c2)n1	9	i	-7	-24	-3	-2.3	-2	-7	-1	-0.8
43	CCCN(CC(=O)Nc1ccccc1OC)C(=O)c1cc(S(=O)(=O)NCc2ccccc2)ccc1C	8	i	-10	-97	-7	-6.2	-3	-5	5	0.0
44	Nc1c(C(=O)Nc2ccccc2)sc2nc(N3CCOCC3)c3c(c12)CCCC3	9	i	-4	-4	-9	0.7	2	nt	16	0.4
45	O=S(=O)(c1ccc(OCC(O)CNCc2ccco2)c(Cl)c1)N1CCOCC1 (centres undefined)	-8	i	-8	0	-2	0.2	-2	3	-2	-0.1
46	COc1ccc2cc(OCC(=O)NNC(=O)Nc3ccc(OC)c(OC)c3)ccc2c1	9	i	4	0	0	-1.3	6	41	1	0.0
47	Clc1cccc(CNc2ccn3nc(-c4cccc(OCc5ccccc5)c4)cc3n2)c1	-10	nt	0	-2	-31	6.2	1	nt	6	-0.1
48	Cc1cccc(NC(=O)CSc2nc3ccccc3nc2N2CCCCC2)c1	1	i	-12	0	-7	4.4	0	19	3	-0.2
49	Cc1ccc(C(=O)NCCSc2ccc(Cl)cc2)cc1[N+](=O)[O-]	10	i	-14	-11	-4	4.3	1	-19	-10	-1.1
50	CCOC(=O)c1nn(-c2ccc3c(c2)OCCO3)cc1O	-7	nt	2	0	0	0.3	-5	-5	-3	-0.9

# New compounds follow:
nr	compound	SKN-1 block	Neddyl block	CendR NRP1 mod	SUMO1-SIM PPI	DNMT1 block	LMPTP block	STEP block	Scp1 inh	NadD inh	Tb MetRS inh
51	COC(=O)CSC(=S)N1CCCC(C)C1 (centres undefined)	2	i	1	-4	-1	0.1	-1	28	-1	-0.9
52	CC(C)(C)c1ccc(OCCNC(=O)Cc2ccc(F)cc2)cc1	10	i	0	3	3	2.1	-2	-7	-1	0.2
53	COCCn1c(C)cc(C(=O)CSc2ccc3ccccc3n2)c1C	-1	i	5	0	-4	0.2	-2	-3	0	-0.8
54	CCCCN(CCCC)CP(=O)(c1ccccc1)c1ccccc1	17	i	4	1	-1	0.2	-1	-6	-2	0.4
